High-throughput results as filed in PubChem BioAssay.
Xi reactivation = X-chromosome reactivation activator; XiGFP mouse fibroblasts, % GFP-positive cells imaging, 3 d; cells co-treated with 5-aza-dC sensitizer; scaled so ellipticine positive control = 100%; activation, % at 7.58 µM; 360,000 tested, 0.055% active;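 active = mean normalized replicate activation at least 10% and every replicate at or above 10%; inconclusive = only one of the two criteria met; inactive = mean below 10% and not all replicates reach 10%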;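 also: 0% = median of on-plate neutral control wells and 100% = ellipticine 6 µM median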
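Assay system: SV40-immortalized XiGFP fibroblast cells, line 68-5-11; buffer or medium: DMEM plus 5-aza-dC sensitizer; compound: one concentration, pinned; timing: compounds 3 days, fix/stain 15 min at room temperature; benchmarks: positive control ellipticine, 6 µM final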
DENV2 CPE = protects cells from dengue virus 2 cytopathic effect | DENV2-infected cells, cytopathic effect rescue, plate reader | CPE inhibition, % at 9.99 µM | 350,000 tested, 1.7% active | AID 651640; in the data active = CPE inhibition above about 20%, passing the limit was not always enough; inconclusive = no clear call, values can overlap the other calls; tested in BHK-21 cells;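 also: 0% = median of neutral control wells and 100% = median of positive control wells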
Casp6 inh = blocks human caspase-6 cleavage activity. P55212. purified caspase-6, Z-VEID-R110 cleavage fluorescence. inhibition, % at 12.5 µM. 350,000 tested, 0.53% active. AID 686996;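 active = mean inhibition across replicates at least about 35%, with every replicate also reaching that limit, limit read from the data; inconclusive = only one of the two criteria met; inactive = neither criterion met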;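 also: 0% = median of neutral control wells and 100% = no fluorescence left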
RAD54 branch = inhibitors of human RAD54 branch migration | Q92698 | RAD54 Holliday junction branch migration, FAM/BHQ fluorescence | inhibition, % at 10.4 µM | 360,000 tested, 0.14% active | AID 602329;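 active = mean normalized replicate activity at least 40 and at least half of replicates scoring 40 or more; inconclusive = only one of the two criteria met; inactive = mean below 40 and under half of replicates reaching 40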;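 also: 0% = median of neutral control wells and 100% = median of positive control wells; inhibitors cause a drop in the FAM fluorescence signal; in these data hits start at about 50%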
GSIS activator = primary screen for activators of insulin secretion dependent on glucose, INS-1E cells, GLuc reporter luminescence; INS-1E GLuc reporter insulin secretion, 2-3 h; activation, % at 16.6 µM; 370,000 tested, 0.61% active; AID 743287;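 active = lowest replicate activation of at least 40%, so every replicate reaches that level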;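 also: 0% = median of neutral control wells and 100% = median of IBMX positive control wells; some compounds called inactive have numbers as strong as hits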
F508del corr = correctors of CFTR F508del function in bronchial epithelial cells; 350,000 tested, 0.36% active; AID 720511; activity (quench increase), % at 7.58 µM; CFBE cells, YFP halide quenching; stimulated with forskolin plus potentiator P3; % fluorescence drop versus neutral controls;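 active = mean added fluorescence quench of at least 8% versus neutral control, with both replicates also reaching 8%; inconclusive = only one of the mean or replicate conditions met; inactive = mean below 8% and not both replicates reaching 8%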;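 also: cells transiently co-express mutant CFTR-F508del with the halide-sensitive YFP; corrector assay measuring rescue of mutant channel to the surface after 24 h compound exposure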
RAD52 inh = RAD52 (human) annealing inhibition. P43351. recombinant RAD52 DNA annealing, FRET fluorescence. inhibition, % at 18.7 µM. 360,000 tested, 0.46% active. AID 651710;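 active = every replicate showing at least 50% inhibition; inconclusive = mean inhibition at least 50% but not in every replicate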
Target sequence (P43351 whole entry, looked up): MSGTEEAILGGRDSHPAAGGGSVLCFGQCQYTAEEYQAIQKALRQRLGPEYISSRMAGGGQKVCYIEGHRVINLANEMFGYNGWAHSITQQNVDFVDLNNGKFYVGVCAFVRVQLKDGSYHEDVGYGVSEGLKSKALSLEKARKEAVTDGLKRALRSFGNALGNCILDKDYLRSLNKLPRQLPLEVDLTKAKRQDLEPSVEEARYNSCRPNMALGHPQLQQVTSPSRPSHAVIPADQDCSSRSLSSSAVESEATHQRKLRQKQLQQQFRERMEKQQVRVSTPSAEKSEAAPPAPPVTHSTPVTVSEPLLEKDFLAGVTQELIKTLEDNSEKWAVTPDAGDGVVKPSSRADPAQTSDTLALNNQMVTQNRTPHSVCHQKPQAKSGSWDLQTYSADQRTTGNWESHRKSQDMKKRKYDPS
E-sel inducer = induces E-selectin expression in human endothelial cells; HUVEC E-selectin immunofluorescence imaging; normalized: neutral wells 0, TNF-alpha wells 100; activation, % at 7.58 µM; 260,000 tested, 0.37% active;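 active = mean E-selectin-positive cell signal at least 10% of the positive control, reached in at least 60% of replicates, without over 20% cell loss; inconclusive = no rule given, readout overlaps actives, possibly toxicity-flagged; inactive = the rest, including those meeting only one limit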;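 also: in these data hits start at about 27%; measured in HUVEC primary endothelial cells; signal is the percent of cells scored E-selectin positive by PE staining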
Target sequence (P16581 whole entry, looked up): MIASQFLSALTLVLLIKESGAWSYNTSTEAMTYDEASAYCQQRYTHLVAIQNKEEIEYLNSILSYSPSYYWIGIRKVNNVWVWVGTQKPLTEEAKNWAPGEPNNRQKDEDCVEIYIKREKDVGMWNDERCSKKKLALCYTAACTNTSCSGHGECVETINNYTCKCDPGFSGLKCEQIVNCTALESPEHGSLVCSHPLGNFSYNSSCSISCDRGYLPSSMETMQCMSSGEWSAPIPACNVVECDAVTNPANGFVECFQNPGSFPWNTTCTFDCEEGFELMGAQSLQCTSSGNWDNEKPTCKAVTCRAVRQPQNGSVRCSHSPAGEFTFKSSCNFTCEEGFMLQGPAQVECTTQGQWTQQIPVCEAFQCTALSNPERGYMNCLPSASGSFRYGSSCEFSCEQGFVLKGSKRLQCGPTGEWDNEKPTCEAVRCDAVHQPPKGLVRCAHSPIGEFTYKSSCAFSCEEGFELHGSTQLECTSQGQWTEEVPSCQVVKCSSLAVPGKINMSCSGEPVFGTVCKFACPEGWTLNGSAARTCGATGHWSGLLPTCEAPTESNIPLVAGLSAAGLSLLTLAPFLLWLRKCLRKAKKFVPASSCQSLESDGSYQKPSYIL
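material = human umbilical vein endothelial cells (HUVEC), E-selectin induction | quantity = 3,000 cells/well | medium = EGM-2 growth medium on 0.1% gelatin-coated wells | technique = immunofluorescence imaging | read-out basis = % PE-positive cells | control set = TNF-alpha positive control, DMSO neutral control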
* marks the source's active call; other numbers are inactive results; ? = inconclusive; . = no result given.

SMILES	Xi reactivation	DENV2 CPE	Casp6 inh	RAD54 branch	GSIS activator	F508del corr	RAD52 inh	E-sel inducer
CC[C@H](C)[C@H](NC(N)=O)C(=O)NCCc1ccc(Cl)cc1	0.0	1.4	-0.4	-0.3	4.5	0.5	-10.2	.
C[C@H](CO)N1C[C@H](C)[C@H](CN(C)Cc2ccncc2)Oc2ncc(-c3ccccc3)cc2C1=O	-0.9	17.1	2.3	4.5	-1.0	-2.3	21.1	0.1
CC1CCc2c(sc3nc(C(C)(C)C)nc(N4CCN(C(=O)CCl)CC4)c23)C1 (centres undefined)	0.1	-22.5	1.0	5.6	.	-5.5	10.0	.
C[C@@H]1CCCCO[C@H](CN(C)C(=O)CCCN(C)C)[C@H](C)CN([C@@H](C)CO)C(=O)c2cc(NS(C)(=O)=O)ccc2O1	0.8	-3.5	-26.5	-3.5	5.3	-0.5	13.3	-0.2
c1ccc(CNc2nc(CN3CCOCC3)nc3scc(-c4ccccc4)c23)cc1	-0.1	.	.	-4.2	1.0	.	.	0.2
Cn1cnc(CCNC(=O)C[C@H]2CC[C@H]3[C@@H](COC[C@@H](O)CN3C(=O)C3CC3)O2)c1	0.0	-17.0	-0.6	5.1	2.0	2.9	14.2	0.0
C/C(=N\NC(=O)C1CC1(c1ccccc1)c1ccccc1)c1cccc([N+](=O)[O-])c1 (centres undefined)	0.1	?	-5.8	-7.9	.	4.3	-8.3	-1.0
CCN1C(=O)CS/C1=N\S(=O)(=O)c1ccc(C)cc1	0.2	.	-6.5	11.2	-7.8	2.2	-26.0	-3.7
CSc1nccn1C(=O)c1ccccc1[N+](=O)[O-]	0.0	1.9	6.2	-13.6	-8.4	2.0	-25.2	.
COc1cc2cc(C)c(SCC(=O)N3CCN(C(=O)c4ccco4)CC3)nc2cc1OC	0.0	-1.2	0.2	1.7	-2.6	0.3	-92.3	-0.1
CNC[C@H]1Oc2ccc(NC(=O)CCC(F)(F)F)cc2CC(=O)N([C@H](C)CO)C[C@H]1C	-1.0	-0.7	0.2	8.7	24.1	-1.0	-12.4	0.0
Cc1cc(/C=C2\NC(=O)NC2=O)c(C)n1-c1ccc(N2CCOCC2)cc1	-0.1	8.6	-0.6	1.5	9.1	1.6	-1.8	0.2
CC(C)NC(=O)N1C[C@@H]2[C@H](c3ccccc31)[C@@H](CO)N2C(=O)c1ccccn1	0.0	-14.1	-4.8	0.4	9.8	0.3	3.4	-0.1
COCC(=O)N(C)C[C@@H]1Oc2ncc(-c3ccc(C#N)cc3)cc2C(=O)N([C@@H](C)CO)C[C@H]1C	-0.1	-8.7	3.9	2.9	18.9	-0.1	-4.4	-0.2
COc1cc(OC)c(C(=O)NCCCn2ccnc2)cc1OC	0.8	-6.9	-0.4	-12.0	4.6	-2.4	-9.7	.
O=Cc1c(N2CCCCC2)nc2ccccn2c1=O	0.0	-4.4	2.4	-0.2	-0.2	0.4	-12.9	.
CCc1ccc(S(=O)(=O)Nc2cc(SCC(=O)O)c(O)c3ccccc23)cc1	0.0	0.4	67.1*	.	-55.7	-0.8	-20.3	.
Cc1ccc(S(=O)(=O)/N=C(/Nc2cccc3ccccc23)c2ccc(F)cc2)cc1	0.1	-3.4	0.2	14.4	-3.8	-2.6	-4.1	?
O=C(Nc1ccc(Cl)c([N+](=O)[O-])c1)c1cnccn1	0.0	8.8	-0.1	.	-0.6	.	-14.4	-0.6
C/C(=N\NC(=O)C1COc2ccccc2O1)c1cccs1 (centres undefined)	.	9.7	1.1	8.6	19.2	-0.7	-9.3	.
N#C/C(=C\c1ccccc1O)C(=O)Nc1ccccn1	0.2	8.1	5.5	-5.6	-18.3	3.4	-0.5	.
O=C(OC[C@@H]1[C@H]2c3ccccc3O[C@]1(CO)N=C1Sc3ccc([N+](=O)[O-])cc3C(=O)N12)c1ccccc1	.	-8.3	1.9	-14.7	.	0.6	6.9	.
CC(C)NC(=O)N(C)C[C@@H]1Oc2ccc(NC(=O)Nc3ccc4c(c3)OCO4)cc2C(=O)N([C@@H](C)CO)C[C@@H]1C	0.4	11.2	0.8	-9.4	19.8	-0.3	11.4	-2.8
CN(Cc1cc(=O)n2ccsc2n1)c1ccccc1	0.1	-6.1	-4.8	.	2.9	-0.9	-4.2	.
CCc1nnc(NS(=O)(=O)c2ccc(NC(=O)c3ccccc3OC)cc2)s1	0.0	?	-0.3	-1.9	10.7	-2.7	2.9	.
COCCNC(=O)CSc1nc2scc(-c3ccccc3)c2c(=O)[nH]1	?	-8.4	7.0	.	0.2	-1.2	-27.6	-0.8
Nc1nc(NCCO)nc(N2CCCCCC2)c1[N+](=O)[O-]	0.0	-2.5	-2.2	.	-1.1	-2.4	-2.9	0.1
Cc1cccc(NC(=O)c2cccc(S(=O)(=O)N(C)c3ccccc3)c2)n1	-0.1	2.6	1.6	0.8	-15.5	-1.4	-11.3	.
Cc1ccc(S(=O)(=O)N(C)c2ccc(C(=O)NCc3cccnc3)cc2)cc1	0.3	.	-6.3	1.6	-9.1	4.2	-8.3	0.0
O=C(C[C@@H]1CC[C@H]2[C@@H](COC[C@@H](O)CN2C(=O)Nc2cc(Cl)cc(Cl)c2)O1)N1CCOCC1	0.3	4.8	-0.3	-5.7	-12.3	-0.2	-5.9	0.2
CCCCOc1ccc(N(CC(=O)NCc2ccco2)C(=O)CCC(=O)Nc2nccs2)cc1	0.6	-5.2	-1.7	-1.6	1.7	1.1	-9.7	0.0
CCN(CCCNC(=O)CCn1c(=O)[nH]c2ccsc2c1=O)c1ccccc1	-0.1	10.8	-1.6	-11.8	-3.9	1.3	-12.0	.
CCCCN(C=O)c1c(CC)nc2ccc(C(=O)N(CC)CCN(C)C)cn12	0.0	4.2	-6.4	2.4	11.1	0.2	-1.3	.
CCCNC(=O)NC1CCCCCCC1	0.4	.	2.5	.	6.7	-0.5	-2.5	.
CCOc1ccccc1CN1CCN(Cc2cc3ccccc3[nH]2)CC1CCO (centres undefined)	0.0	-7.3	-6.1	4.6	-23.6	-4.2	-2.7	.
C[C@H](CO)N1C[C@H](C)[C@H](CN(C)Cc2ccc3c(c2)OCO3)OCc2ccccc2-c2ccccc2C1=O	-0.4	15.7	3.2	5.5	-11.3	-3.3	9.0	-2.0
CSc1ccccc1NC(=O)COC(=O)CSc1ccc(C)cc1	0.3	1.0	-4.4	-10.4	0.1	-1.2	-7.5	.
CCN(CC)c1ncnc2c1ncn2[C@H]1CN(Cc2ccc(-c3ccccc3)cc2)C[C@@H](CO)O1	-0.1	8.9	3.4	-6.9	-23.8	-4.3	-9.5	-0.2
NC(=O)CC(NC(=O)Cc1ccc(Br)cc1)c1ccc(NCCN2CCOCC2)c([N+](=O)[O-])c1 (centres undefined)	0.0	1.6	1.3	4.0	-8.5	0.9	-23.8	1.1
Cc1cc(N2CCN(C)CC2)nc2ccc(NC(=S)NCCCN3CCN(C)CC3)cc12	0.0	-1.8	-65.5	77.5*	20.6	-1.5	82.2*	9.8
CC(/C=C/c1ccccc1)=N\NC(=O)CNC(=O)c1ccccc1Cl	0.1	3.3	0.5	.	2.5	0.3	-8.3	-1.2
COc1ccc(OC)c(C2=NS(=O)(=O)N(C)C(C(=O)Nc3ccc(C(C)=O)cc3)=C2)c1	0.0	?	5.9	-5.1	-6.3	-1.9	-7.5	3.1
Cc1ccc2c(c1)N(CCC(=O)NC1CCCCC1)C(=O)CO2	0.0	5.1	0.5	1.1	20.9	-0.9	-16.1	.
Oc1cccc(/C=N\Nc2nncc(-c3ccccc3)n2)c1	0.0	-4.7	-2.0	.	5.6	-5.4	-2.0	0.8
Cc1ccc(C)c(NNC(=O)C(=O)NNc2cc(C)ccc2C)c1	-0.1	1.8	0.1	-5.5	-3.8	-0.1	-13.1	.
Cc1ccc(C(=O)NNC(=O)C2CCN(S(=O)(=O)c3ccc(Cl)cc3)CC2)cc1	0.0	-21.2	4.9	3.1	0.0	0.9	-17.5	0.8
COc1cccc(NC(=O)C[C@@H]2CC[C@@H]3[C@H](COc4ccc(NC(=O)c5ccccc5F)cc4C(=O)N3C)O2)c1	-0.1	-11.9	2.3	-5.4	-18.8	0.1	-33.8	0.1
COc1ccc(C2=NS(=O)(=O)N(C)C(C(=O)N3CCCCC3)=C2)cc1	0.0	5.1	1.2	-2.2	6.0	-0.7	-11.0	.

Next section, starting with the last four of the part before.
SMILES	Xi reactivation	DENV2 CPE	Casp6 inh	RAD54 branch	GSIS activator	F508del corr	RAD52 inh	E-sel inducer
Cc1ccc(C)c(NNC(=O)C(=O)NNc2cc(C)ccc2C)c1	-0.1	1.8	0.1	-5.5	-3.8	-0.1	-13.1	.
Cc1ccc(C(=O)NNC(=O)C2CCN(S(=O)(=O)c3ccc(Cl)cc3)CC2)cc1	0.0	-21.2	4.9	3.1	0.0	0.9	-17.5	0.8
COc1cccc(NC(=O)C[C@@H]2CC[C@@H]3[C@H](COc4ccc(NC(=O)c5ccccc5F)cc4C(=O)N3C)O2)c1	-0.1	-11.9	2.3	-5.4	-18.8	0.1	-33.8	0.1
COc1ccc(C2=NS(=O)(=O)N(C)C(C(=O)N3CCCCC3)=C2)cc1	0.0	5.1	1.2	-2.2	6.0	-0.7	-11.0	.
CC(C)C[C@@H](CN(N=O)[C@@H](Cc1ccccc1)CN(C)N=O)N(CCc1ccccc1)N=O	0.2	-8.4	0.0	-10.8	2.6	-0.2	-5.3	0.0
COc1ccc(CCc2nnc(CCC(=O)NCC3CCCO3)o2)cc1 (centres undefined)	0.0	-0.7	-0.8	3.9	18.5	0.6	9.6	1.5
COc1ccccc1CNC(=O)CCC(=O)N1CCOc2ccc(C)cc21	0.1	-14.0	-2.1	1.9	-1.9	-5.7	-12.5	.
CCCC#Cc1cnc2c(c1)C(=O)N([C@H](C)CO)C[C@@H](C)[C@@H](CN(C)C(=O)C1CC1)O2	0.1	-2.5	1.3	-1.4	9.0	2.2	2.3	1.6

Sorted by the number under F508del corr (smallest number first): some entries from above.
canonical_smiles | DENV2 CPE | Casp6 inh | GSIS activator | F508del corr | RAD52 inh
Cc1cccc(NC(=O)c2cccc(S(=O)(=O)N(C)c3ccccc3)c2)n1 | 2.6 | 1.6 | -15.5 | -1.4 | -11.3
O=C(OC[C@@H]1[C@H]2c3ccccc3O[C@]1(CO)N=C1Sc3ccc([N+](=O)[O-])cc3C(=O)N12)c1ccccc1 | -8.3 | 1.9 | . | 0.6 | 6.9
Cc1cc(/C=C2\NC(=O)NC2=O)c(C)n1-c1ccc(N2CCOCC2)cc1 | 8.6 | -0.6 | 9.1 | 1.6 | -1.8
